PRMT1 FP inh = PRMT1 methyltransferase inhibitors, primary screen, biochemical, fluorescence polarization; Protein arginine N-methyltransferase 1 (Homo sapiens), Q99873; recombinant PRMT1, activity-based probe fluorescence polarization; inhibition, % at 2.79 µM; 370,000 tested, 1.3% active; AID 652257, 2013;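 active = inhibition above about 21% made by adding two undisclosed values, limit read from the data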
LEDGF integ inh = blockers of LEDGF/p75-dependent integrase strand transfer – biochemical, TR-FRET, high throughput, primary screen; AID 743269, 2014; HIV-1 integrase (with human LEDGF/p75); inhibition, % at 3.7 µM; 370,000 tested, 0.64% active; TR-FRET IN-LEDGF/p75 DNA integration, Eu/Cy5;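 active = inhibition above the screen-wide mean plus 3 SD, cut at about 13% in these data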;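 also: signal is the Cy5 over europium emission ratio at 671 and 618 nm; 0% = plate median of compound wells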
MBD2 inh = inhibitors of MBD2 binding to methylated DNA, primary screen, biochemical, TR-FRET, DNA-binding domain, human; MBD2 binding to methylated oligonucleotide; AID 686964, 2013; inhibition, % at 4.4 µM; 370,000 tested, 0.31% active; in the data active = inhibition above about 13%
Target sequence (Q9UBB5 whole entry, looked up, the tested form may be a part): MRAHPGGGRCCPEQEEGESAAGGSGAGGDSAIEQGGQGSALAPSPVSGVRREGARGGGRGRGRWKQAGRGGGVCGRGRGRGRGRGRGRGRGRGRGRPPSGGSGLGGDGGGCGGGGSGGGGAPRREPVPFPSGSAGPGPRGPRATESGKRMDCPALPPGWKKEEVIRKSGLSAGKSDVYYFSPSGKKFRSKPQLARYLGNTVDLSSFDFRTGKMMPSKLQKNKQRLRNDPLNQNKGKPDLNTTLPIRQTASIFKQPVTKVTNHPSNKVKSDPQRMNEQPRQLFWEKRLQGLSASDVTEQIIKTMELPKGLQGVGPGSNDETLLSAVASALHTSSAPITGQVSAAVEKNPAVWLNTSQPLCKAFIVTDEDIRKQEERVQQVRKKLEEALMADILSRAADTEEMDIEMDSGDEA
NR1D1 modulator = modulators of Rev-erb alpha DNA binding, primary screen, biochemical, FITC-DNA, fluorescence polarization, uHTS. Nuclear receptor subfamily 1 group D member 1 (Homo sapiens), P20393. Rev-erbα–FITC-DNA binding, 90 min. activity, % at 10 µM. 370,000 tested, 0.79% active;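 active = activity above about 14%, limit read from the data; passing the limit was not always enough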;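 also: 0% = DMSO wells with 35 nM protein and 100% = DMSO wells with 750 nM protein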
Target sequence (P20393 whole entry, looked up): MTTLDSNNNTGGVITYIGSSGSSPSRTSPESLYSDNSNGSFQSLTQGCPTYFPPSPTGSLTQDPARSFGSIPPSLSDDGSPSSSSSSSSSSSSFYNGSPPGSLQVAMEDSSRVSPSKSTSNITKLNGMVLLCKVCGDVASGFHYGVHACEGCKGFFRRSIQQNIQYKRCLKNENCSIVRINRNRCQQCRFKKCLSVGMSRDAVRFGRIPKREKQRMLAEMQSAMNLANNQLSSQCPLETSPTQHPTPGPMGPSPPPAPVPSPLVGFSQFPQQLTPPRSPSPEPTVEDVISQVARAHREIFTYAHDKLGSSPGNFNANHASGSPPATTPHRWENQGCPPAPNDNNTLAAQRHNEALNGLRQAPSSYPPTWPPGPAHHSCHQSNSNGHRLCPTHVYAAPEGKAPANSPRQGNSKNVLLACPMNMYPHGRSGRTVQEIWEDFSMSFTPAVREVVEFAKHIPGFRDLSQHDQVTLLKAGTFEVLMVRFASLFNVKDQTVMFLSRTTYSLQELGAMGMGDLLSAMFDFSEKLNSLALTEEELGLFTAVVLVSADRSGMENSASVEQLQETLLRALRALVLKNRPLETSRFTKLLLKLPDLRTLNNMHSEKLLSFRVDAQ
PG9 Ab binder = binders of HIV-1 gp120 antibody PG9, primary screen, biochemical, TR-FRET; AID 624416, 2012; inhibition, % at 6.7 µM; 360,000 tested, 0.43% active; TR-FRET gp120-PG9 antibody binding; HIV-1 gp120 / PG9 antibody interaction; in the data active = inhibition above about 8.5%
HTRA1 inh = HTRA1 serine protease inhibitors, primary screen, biochemical, fluorescence polarization, HTS; Q92743; recombinant HTRA1, FP-rhodamine activity-based probe; inhibition, % at 5.96 µM; 340,000 tested, 0.5% active; in the data active = inhibition above about 36%;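 also: 0% = enzyme with DMSO and 100% = wells lacking enzyme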
rCAG binder = binders of r(CAG) RNA repeats, primary screen, biochemical, fluorescence; r(CAG) RNA repeat, TO-PRO-1 dye displacement fluorescence; inhibition, % at 3 µM; 370,000 tested, 1.3% active;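 active = inhibition above the plate cutoff, the mean of all test compounds on that plate plus 3 SD, cut at about 35% in these data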;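 also: 0% = DMSO alone and 100% = 100 µM mitoxantrone as full dye displacement; higher means more dye released from RNA so lower well fluorescence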
ABHD4 inh = ABHD4 inhibitors, primary screen, biochemical, fluorescence polarization, mouse | AID 720543, 2013 | purified mABHD4, FP-Rh probe fluorescence polarization | 370,000 tested, 0.54% active | inhibition, % at 8.92 µM;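 active = inhibition exceeding the mean over every tested compound plus 3 SD, cut at about 30% in these data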;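 also: 0% = plate median of compound wells and 100% = S159A mutant with DMSO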
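Test system: mABHD4 protein; Read-out basis: % inhibition; Incubation: 45 min + 60 min at 25 °C; Repeats: single replicate; Technique: fluorescence polarization with parallel and perpendicular emission, 525/598 nm; Compound: 8.92 µM, single dose; Benchmarks: full inhibition S159A mutant plus DMSO, zero as sample-well median.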
UHRF1 MBD2 ctr = UHRF1 methylated DNA binding inhibitors, primary screen, counter-screen for MBD2 inhibitor project, biochemical, TR-FRET, human UHRF1, single concentration. E3 ubiquitin-protein ligase UHRF1 (Homo sapiens), Q96T88. UHRF1 binding to methylated oligo. inhibition, % at 4.4 µM. 370,000 tested, 0.75% active. AID 687016, 2013; in the data active = inhibition above about 21%;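 also: UHRF1 SRA domain binding a hemimethylated CpG hairpin DNA probe; 0% = median of test compound wells and 100% = reference inhibitor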
TCR CD3 inh = inhibitors of human TCR-CD3 interaction, primary screen, biochemical, fluorescence, TAMRA-labeled TCR probe; inhibition, % at 9.4 µM; 360,000 tested, 0.37% active; T-cell receptor (TCR); in the data active = inhibition above about 19%;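 also: recombinant mutant TCR 2C K166C tagged with TAMRA read by polarization; 0% = receptor in buffer alone and 100% = receptor with positive control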
* = called active by the depositor; · = no result given. This is a subset. The share of hits here may be higher or lower than overall.

SMILES	PRMT1 FP inh	LEDGF integ inh	MBD2 inh	NR1D1 modulator	PG9 Ab binder	HTRA1 inh	rCAG binder	ABHD4 inh	UHRF1 MBD2 ctr	TCR CD3 inh
O=C1CC(c2ccc(F)cc2)c2cc3c(cc2N1)CCC3 (stereo unspecified)	1.4	2.6	-0.5	-2.9	-2.0	-11.9	-3.7	-7.5	0.2	3.8
CCOc1ccc(CN2CCN(C(=O)c3ccco3)CC2)cc1	-1.9	-5.6	0.6	6.1	0.6	2.3	0.2	6.9	-1.6	7.2
CC(=O)c1c(C)nc(Nc2nc(C)c3cc(C)ccc3n2)nc1C	2.8	-6.5	-2.9	4.4	1.0	2.6	-3.2	0.0	1.2	-6.3
CC1CN(C(=O)c2ccc(OC3CCN(Cc4ccccn4)CC3)cc2)CCN1C (stereo unspecified)	0.2	0.9	5.1	-3.0	0.3	5.3	-10.5	0.5	-0.7	6.2
CC(C)Sc1ncnc2c1oc1ccccc12	2.5	7.3	5.8	7.3	-1.8	-2.2	-1.1	-5.2	0.4	-4.8
CCSc1nnc(NC(=O)COc2cccc3ccccc23)s1	1.6	1.4	2.0	7.4	1.6	2.1	-0.4	-0.2	1.2	-2.4
COc1cccc(/C=N/NC(=O)C(=O)NCc2ccco2)c1OC	2.8	0.3	1.7	1.8	-0.1	2.8	-0.3	-5.8	3.0	-2.4
COC(=O)CCCNc1ncccc1[N+](=O)[O-]	4.5	-0.9	-2.5	-4.2	1.1	-2.3	-2.6	4.1	0.2	-2.7
Cc1ccsc1C(=O)NCCC(c1ccccc1)c1ccccc1	1.0	-0.1	-6.7	7.6	0.7	-29.0	-2.8	-21.0	1.1	4.9
Cc1cc(Cl)c(S(=O)(=O)N2CCN(c3cccc(C)c3C)CC2)cc1OCC(N)=O	-0.1	-0.2	-4.2	-3.4	0.9	-17.5	1.5	3.7	-1.8	-0.6
CCOC(=O)[C@]12CCCC3=C1N(CCC3)C(=O)[C@@H](CC(=O)NCC1CCCCC1)C2	-5.1	0.1	-1.1	6.5	·	·	-2.8	4.2	4.0	·
Cc1c(C(=O)O)cccc1-c1ccc(/C=C2/NC(=O)N(c3ccccc3)C2=O)o1	11.3	-11.8	-1.3	-1.5	-6.3	-9.3	10.4	5.8	3.9	-3.1
O=C(COc1coc(CN2CCN(c3ccc(F)cc3)CC2)cc1=O)Nc1ccccc1	-1.6	0.0	-2.0	-3.0	-1.9	-0.6	1.6	3.3	-2.7	-5.4
C[C@H](CO)N1C[C@H](C)[C@@H](CN(C)S(C)(=O)=O)Oc2c(NC(=O)Nc3ccc(C(F)(F)F)cc3)cccc2C1=O	-3.6	-0.4	-3.0	8.4	0.2	-13.0	13.3	-10.4	1.4	-6.7
OCC(CO)N[C@H]1C[C@](O)(CO)[C@@H](O)[C@H](O)[C@H]1O	-10.7	9.2	-5.1	1.6	·	·	3.3	-5.8	-0.9	·
O=C1N/C(=C\c2ccccc2)C(O)=C1C=NCc1ccccc1	-1.0	0.1	-0.1	-5.0	-3.0	-13.9	-3.8	6.5	-2.7	4.5
O=C(NCCCN1CCOCC1)c1cc(-c2cccc(Br)c2)nc2ccccc12	-1.7	2.2	1.9	0.2	0.6	-1.4	-5.9	1.9	-4.0	4.2
Cc1ccc(C(=O)NCN2CCN(c3ccccc3)CC2)cc1	-6.3	-0.4	-1.9	2.7	0.2	2.5	-2.0	-4.1	0.6	-0.5
CCc1nc(SCc2ccc(C(=O)OC)o2)c2c(=O)n(C)c(=O)n(C)c2n1	0.1	-2.7	-2.9	2.1	0.4	-2.3	2.2	-0.9	-2.6	-0.8
Clc1ccc(-c2ccc(CNCc3ccccn3)o2)cc1	0.6	7.7	-7.0	1.4	-1.2	15.5	-6.7	0.6	0.2	1.3
Cc1noc(C)c1S(=O)(=O)Nc1ccc(C(=O)Nc2ccc(OC(F)(F)F)cc2)cc1	1.7	-2.3	2.6	2.2	0.3	-15.1	38.9*	-38.5	2.1	4.2
CC1(CCc2ccccc2)NC(=O)N(CC(=O)O)C1=O (stereo unspecified)	0.0	-0.3	-6.2	-6.6	-0.9	3.3	1.4	1.9	1.5	7.4
O=C(CCN1C(=O)NC2(CCCC2)C1=O)Nc1ccc(-c2nc3ccccc3s2)cc1	0.7	-5.1	3.0	-5.3	0.0	-38.2	5.1	-18.6	-2.6	-6.6
COc1ccc(OC)c(CN2CCCC(CCC(=O)N(C)CCc3ccccn3)C2)c1 (stereo unspecified)	-1.6	-4.3	0.7	3.7	-0.2	0.9	-6.0	2.4	3.4	3.3
COc1ccc(C(=O)NNC(=O)CSc2nnc(-c3cccnc3)n2C)cc1	-3.4	1.1	-1.5	4.3	-1.6	-5.6	1.1	2.7	-0.3	5.4

Retrieved one by one from above:
SMILES	PRMT1 FP inh	LEDGF integ inh	MBD2 inh	NR1D1 modulator	PG9 Ab binder	HTRA1 inh	rCAG binder	ABHD4 inh	UHRF1 MBD2 ctr	TCR CD3 inh
COc1ccc(C(=O)NNC(=O)CSc2nnc(-c3cccnc3)n2C)cc1	-3.4	1.1	-1.5	4.3	-1.6	-5.6	1.1	2.7	-0.3	5.4
O=C1CC(c2ccc(F)cc2)c2cc3c(cc2N1)CCC3 (stereo unspecified)	1.4	2.6	-0.5	-2.9	-2.0	-11.9	-3.7	-7.5	0.2	3.8

The results go on.
SMILES	PRMT1 FP inh	LEDGF integ inh	MBD2 inh	NR1D1 modulator	PG9 Ab binder	HTRA1 inh	rCAG binder	ABHD4 inh	UHRF1 MBD2 ctr	TCR CD3 inh
CCOC(=O)Cn1cc(CN2CCS(=O)(=O)N(Cc3ccc(F)cc3)C(C(=O)OC)C2)nn1 (stereo unspecified)	-2.2	-2.5	12.6	-4.7	·	·	4.3	3.1	16.9	·
CCOC(=O)C1CCN(C(=O)c2ccccc2NS(=O)(=O)c2ccc(F)c(F)c2)CC1	1.8	-0.7	2.0	-1.2	-0.1	1.4	18.0	0.4	1.8	-0.5
O=C(Nc1cc(Sc2ccccn2)cc([N+](=O)[O-])c1)c1ccc([N+](=O)[O-])cc1	-2.1	-0.2	2.6	-15.3	-1.6	-24.6	8.5	-0.4	-1.4	8.2
Oc1ccccc1/C=N/NC(=S)NC1CC2CCC1C2 (stereo unspecified)	4.4	-4.9	0.0	-1.1	-2.3	31.7	5.0	11.3	11.3	0.7
CCOc1ccc(NS(=O)(=O)c2cc(C(=O)N3CCN(C(C)=O)CC3)ccc2Cl)cc1	0.3	-1.3	-1.2	5.8	0.1	-3.4	1.3	-1.6	0.4	-1.2
COc1ccccc1CNS(=O)(=O)c1ccc2c(c1)NC(=O)C(C)S2 (stereo unspecified)	1.4	1.1	-3.6	4.2	-1.5	-0.2	-2.3	0.2	0.7	5.0
CC(C)C[C@H]1CNC(=S)N1CC1CCN(CC2CCCC2)CC1	-3.0	-2.8	-2.8	1.2	-2.0	-2.0	0.8	6.1	-1.9	0.4
CC(NCc1nc2ccccc2n1C)C12CC3CC(CC(C3)C1)C2 (stereo unspecified)	5.9	3.4	-3.8	7.2	0.2	-7.2	-10.4	-0.3	2.7	-8.7
COc1ccc(/C=C2\SC(=Nc3ccccc3Cl)NC2=O)c(OC)c1	-0.1	-0.8	-1.5	-5.2	0.2	-20.1	38.8*	-9.9	-1.2	1.7
C[C@H](NC(=O)C(c1ccccc1)c1ccccc1)c1ccccc1	-5.3	1.4	-1.7	4.8	-1.5	-8.2	-7.2	-6.1	-1.9	4.7
S=C(NCc1ccccc1)N1CCN(C(=S)NCc2ccccc2)CC1	4.0	-1.5	-4.3	-0.7	7.7	-0.5	0.1	6.3	-0.8	-3.3
CCOC(=O)C1CCN(CC(=O)NC(=O)NC2CCCCC2)CC1	2.1	0.4	-1.6	3.9	1.4	-1.6	-7.4	-1.7	6.9	2.2
COc1ccc(S(=O)(=O)N2CCOC2CNC(=O)C(=O)NCCc2ccc(S(N)(=O)=O)cc2)cc1 (stereo unspecified)	-6.0	-2.6	0.7	6.6	-2.4	-0.3	5.6	3.1	-1.2	-8.3
CCn1c(SCC(=O)Nc2ccc(C)cc2)nc2sc3c(c2c1=O)CCN(C)C3	0.8	3.2	-1.6	0.0	0.7	-5.8	14.2	-9.2	-2.4	5.4
CC1=C(CC(=O)O)c2cc(F)ccc2/C1=C/c1ccc(S(C)=O)cc1 (stereo unspecified)	2.7	-4.2	-3.5	-2.2	-0.6	0.4	5.7	-2.5	2.8	-2.9
COC(=O)c1ccc(-c2noc(CN3C[C@H]4CC[C@H]3C4)n2)cc1	3.8	-2.8	5.7	4.9	0.7	-2.1	-2.0	7.9	1.4	-6.5
Cc1ccc(NC(=O)CN(C)C(=O)CCC(=O)N2CCOCC2)cc1	3.1	-2.0	8.2	9.0	1.8	-1.6	-3.8	-4.9	4.2	-5.2
CCn1c(CSc2nncn2-c2ccc(OC)cc2)nc2cc(S(=O)(=O)N(C)C)ccc21	0.2	1.3	-2.4	0.3	-0.4	-2.2	4.5	0.2	1.7	1.2
O=C(NNC(=O)c1ccc2ccccc2c1)c1cccc(Br)c1	-4.5	3.8	-4.1	10.6	0.1	-2.5	3.9	-2.0	-0.3	-5.0
Cc1ccc(-c2n[nH]c(S(C)(=O)=O)c2C#N)cc1	5.0	-3.6	5.2	-4.4	0.3	0.7	-1.8	-2.2	15.6	-0.8
CCOc1cc(NC(=S)Nc2cccc(C)c2)c(OCC)cc1NC(=O)CC(C)C	23.9*	4.1	2.0	0.1	0.5	1.2	1.3	15.5	-3.0	-6.3
Cc1ccc(S(=O)(=O)N2C3CCCCC3O[C@H]2CC(=O)c2ccccc2)cc1 (stereo partly specified)	3.6	0.5	1.2	-4.3	0.5	·	7.3	-6.3	3.9	-6.3

For convenience, 4 of the compounds above:
SMILES	PRMT1 FP inh	LEDGF integ inh	MBD2 inh	NR1D1 modulator	PG9 Ab binder	HTRA1 inh	rCAG binder	ABHD4 inh	UHRF1 MBD2 ctr	TCR CD3 inh
O=C(NNC(=O)c1ccc2ccccc2c1)c1cccc(Br)c1	-4.5	3.8	-4.1	10.6	0.1	-2.5	3.9	-2.0	-0.3	-5.0
Cc1ccc(-c2n[nH]c(S(C)(=O)=O)c2C#N)cc1	5.0	-3.6	5.2	-4.4	0.3	0.7	-1.8	-2.2	15.6	-0.8
CCOc1cc(NC(=S)Nc2cccc(C)c2)c(OCC)cc1NC(=O)CC(C)C	23.9*	4.1	2.0	0.1	0.5	1.2	1.3	15.5	-3.0	-6.3
Cc1ccc(S(=O)(=O)N2C3CCCCC3O[C@H]2CC(=O)c2ccccc2)cc1 (stereo partly specified)	3.6	0.5	1.2	-4.3	0.5	·	7.3	-6.3	3.9	-6.3

Source: PubChem
